# Assay outcomes from PubChem.
# AmpC inh det = blocks E. coli AmpC beta-lactamase in presence of detergent. P00811. purified AmpC, nitrocefin hydrolysis with detergent. Potency, µM (titrated, usually from 28.7 µM), for inactives: at the highest dose activity change, negative = inhibition. 71,000 tested, 0.09% active. AID 584; active means well fitted curve in the direction sought with a large enough effect
# Target sequence (P00811 whole entry, looked up): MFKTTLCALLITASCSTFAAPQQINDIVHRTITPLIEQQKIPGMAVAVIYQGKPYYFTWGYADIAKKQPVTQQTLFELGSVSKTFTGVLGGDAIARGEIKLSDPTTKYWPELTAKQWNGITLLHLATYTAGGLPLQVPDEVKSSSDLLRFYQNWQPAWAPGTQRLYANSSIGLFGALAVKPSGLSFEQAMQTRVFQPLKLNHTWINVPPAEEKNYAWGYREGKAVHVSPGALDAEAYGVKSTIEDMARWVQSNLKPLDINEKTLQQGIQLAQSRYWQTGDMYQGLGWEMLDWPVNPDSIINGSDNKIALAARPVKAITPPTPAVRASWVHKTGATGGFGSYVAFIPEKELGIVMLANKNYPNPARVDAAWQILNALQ
#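 E. coli AmpC (5.3 nM) in 20 mM phosphate pH 7.0 with 0.01% Triton X-100, preincubated 15 min RT with compound; nitrocefin (2 uL of 800 uM stock) hydrolysis followed by 480 nm absorbance every 20 s over 4 min.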
# Numbers without * were called inactive; & = joins results of further samples; [ ] = another dose, or the depositor's remark. On the % scale 0 is the no-effect control and ±100 the full control effect; potency means the concentration at half of the fitted maximal effect.
SMILES,AmpC inh det
O=C(c1ccc(S(=O)(=O)N2CCOCC2)cc1)N1CCN(c2cccc(Cl)c2)CC1,-2.5%
Cc1noc(C)c1C(=O)OCC(=O)Nc1ccccc1C(=O)NC(C)c1ccccc1 (centres undefined),1.1%
COc1ccc(C2=NCC(CSc3nnc(-c4ccc5c(c4)OCO5)o3)S2)cc1 (centres undefined),-1.7%
N#Cc1nc(COc2ccccc2F)oc1N1CCCCCC1,-4.8%
O=C(CSc1nnc(Cn2c(=O)sc3ccccc32)n1-c1ccccc1)N1CCOCC1,-0.7%
COc1cc(C2C(C(=O)c3ccc(C)o3)=C(O)C(=O)N2Cc2cccnc2)ccc1O (centres undefined),1.4%
CCOC(=O)CSc1nnnn1-c1cc(OC)c(Cl)cc1OC,-2.5%
COc1cc(CN2CCN(C(=O)CC(C)C)CC2)cc(OC)c1O,-2.4%
CC(C)(C)NC(=O)C1N(c2cccnc2)C(=O)C2C(C(=O)Nc3ccccc3)C3(C)C=CC21O3 (centres undefined),8.1%
O=S(=O)(c1ccc(OCC(O)CN2CCN(c3ccccc3Cl)CC2)cc1)N1CCOCC1 (centres undefined),2.3%
COCCCNC(=O)Cn1ncc2c(=O)oc3ccccc3c21,-2.4%
Cc1cnc(CNc2ncnc3ccc(-c4c(C)noc4C)cc23)cn1,7.5%
CNCCCC1c2ccccc2C=Cc2ccccc21,-1.2%[12.8 µM]
O=P(O)(O)C12CC3CC(CC(C3)C1)C2,-0.8%
CC(C)c1ccc(Cn2ccc3c4c(N)nc(NC5CC5)nc4ccc32)cc1,-3.7%
CCN(CCCNC(=O)c1c(C)cc(=O)oc1C)c1cccc(C)c1,3.5%
Cc1cc(=O)oc2cc(OCC(=O)N3CCc4ccccc4C3)ccc12,-3.0%
CCCn1nnc(NC(=O)c2ccco2)n1,-2.7%
CCOC(=O)CSc1nc2c(c(=O)[nH]c(=O)n2C)n1CCc1ccccc1,-4.6%
N#CCCN1CCN(S(=O)(=O)c2ccc(S(=O)(=O)N3CCCC3)cc2)CC1,11.1%
CCOC(=O)C(NC(=O)c1ccc(OC)cc1)(N1CCOCC1)C(F)(F)F (centres undefined),-1.9%
ClC/C=C/CCl,6.7%
Cc1ccc(Nc2ncccc2C(=O)O)cc1C,-3.7%
CCOC(=O)c1c(NC(=O)C2CCN(S(=O)(=O)c3cccs3)CC2)sc(C)c1C,21.3%

# Given with bars between the fields: 4 of the compounds above
SMILES | AmpC inh det
CCCn1nnc(NC(=O)c2ccco2)n1 | -2.7%
CCOC(=O)CSc1nc2c(c(=O)[nH]c(=O)n2C)n1CCc1ccccc1 | -4.6%
N#CCCN1CCN(S(=O)(=O)c2ccc(S(=O)(=O)N3CCCC3)cc2)CC1 | 11.1%
CCOC(=O)C(NC(=O)c1ccc(OC)cc1)(N1CCOCC1)C(F)(F)F (centres undefined) | -1.9%

# (more compounds)
SMILES,AmpC inh det
CN(c1ccccc1C(=O)NCC1CCCO1)S(C)(=O)=O (centres undefined),-3.5%
COc1ccc(NC(=O)Cn2nnc(-c3ccccc3NC(=O)c3ccco3)n2)cc1,8.5%
O=C(NCN1C(=O)C2C3C=CC(C3)C2C1=O)Nc1ccccn1 (centres undefined),-3.3%
CCCCSc1nc2c(c(=O)n1CC)SC(C)C2 (centres undefined),7.6%
COc1cc(C(=O)Oc2ccccc2N)cc(OC)c1OC,-4.1%
N[C@H](Cc1c[nH]c2ccccc12)P(=O)(O)O,-2.2%[5.75 µM]
CC1CC(C)CN(C(=O)CSc2nnc(-c3ccc(Cl)s3)o2)C1 (centres undefined),5.8%
FC(F)(F)c1nc(N2CCN(c3ccccc3)CC2)nc2c1CCCCC2,5.1%
CSCC[C@H](NC(=O)CCn1nnc2ccccc2c1=O)C(=O)O,-3.0%
N#Cc1ccccc1Cn1c(=O)n(-c2ccc(CC(=O)NCc3ccco3)cc2)c(=O)c2sccc21,9.7%
CN(C)c1ccc(C(=O)OCC(=O)c2cccs2)cc1,10.5%
CCOC(=O)N1CCN(C(=O)CSCC(=O)Nc2nc(-c3ccccc3)cs2)CC1,-1.2%
CNC(=O)[C@H](C)[C@H]1C[C@]1(C)[C@H](NC(=O)OCc1ccccc1)c1ccccc1,-2.5%
CS(=O)(=O)Nc1cccc(-c2nc(N3CCNCC3)c3ccccc3n2)c1,9.9%
Cc1cc(=O)oc2c1ccc1oc(/C(=N/O)c3ccccc3)c(C)c12,0.9%
Cc1ccccc1N1CCN(C(=O)C2CCCCC2)CC1,-4.9%
O=C(NCc1cccnc1)C1CCN(C(=O)c2ccc(Cl)cc2Cl)CC1,-2.2%
COC(=O)c1c(S(N)(=O)=O)c2ccccc2n1C,4.8%
C=CCc1ccc(OCCCCCN2CCOCC2)c(OC)c1,-4.2%
O=C(CNC(=O)c1ccco1)OCc1cccc(Cl)c1,-1.9%
CC(C)(C)NC(=O)CSc1ncnc2c1nnn2Cc1ccccc1Cl,8.2%
NCCc1nnc(SCc2ccccc2F)o1,-1.2%
O=C(Nc1ccc(C(F)(F)F)cc1Cl)c1ccc(Cn2cc(Br)cn2)o1,-10.2%
CC(C)NC(=O)c1cc(-c2ccc(Br)cc2)on1,9.9%

# 14 structures out of the list, ordered by length of the SMILES, highest first.
SMILES,AmpC inh det
N#Cc1ccccc1Cn1c(=O)n(-c2ccc(CC(=O)NCc3ccco3)cc2)c(=O)c2sccc21,9.7%
CCOC(=O)N1CCN(C(=O)CSCC(=O)Nc2nc(-c3ccccc3)cs2)CC1,-1.2%
O=C(Nc1ccc(C(F)(F)F)cc1Cl)c1ccc(Cn2cc(Br)cn2)o1,-10.2%
CS(=O)(=O)Nc1cccc(-c2nc(N3CCNCC3)c3ccccc3n2)c1,9.9%
Cc1cc(=O)oc2c1ccc1oc(/C(=N/O)c3ccccc3)c(C)c12,0.9%
O=C(NCc1cccnc1)C1CCN(C(=O)c2ccc(Cl)cc2Cl)CC1,-2.2%
FC(F)(F)c1nc(N2CCN(c3ccccc3)CC2)nc2c1CCCCC2,5.1%
CC1CC(C)CN(C(=O)CSc2nnc(-c3ccc(Cl)s3)o2)C1 (centres undefined),5.8%
CSCC[C@H](NC(=O)CCn1nnc2ccccc2c1=O)C(=O)O,-3.0%
CC(C)(C)NC(=O)CSc1ncnc2c1nnn2Cc1ccccc1Cl,8.2%
N[C@H](Cc1c[nH]c2ccccc12)P(=O)(O)O,-2.2%[5.75 µM]
COC(=O)c1c(S(N)(=O)=O)c2ccccc2n1C,4.8%
C=CCc1ccc(OCCCCCN2CCOCC2)c(OC)c1,-4.2%
NCCc1nnc(SCc2ccccc2F)o1,-1.2%

# The results go on.
SMILES,AmpC inh det
Cc1ccc(Nc2cc(-n3nc(C)cc3C)ncn2)c(C)c1,-2.3%
Cc1cc(C)n(S(=O)(=O)c2cc(C(=O)O)c(Cl)cc2Cl)n1,-5.7%
Cc1ccc(-c2nc3cnccn3c2Nc2ccc3c(c2)OCO3)o1,11.7%
Cc1ccc(C(C)C)c(OCC(O)CN2CCOCC2)c1 (centres undefined),18.5%
COc1ccc(C2C(=O)N(C3CCCCC3)CC(=O)N2Cc2ccco2)cc1 (centres undefined),-0.8%
C/C(=N/NC1=NCCN1)c1cn(C2=NCCN2)nc1C,-2.7%[5.75 µM]
O=c1c2ccccc2nc2n1CC/C2=C/N1CCN(c2cccc(C(F)(F)F)c2)CC1,-1.3%
C=CCNC(=O)NS(=O)(=O)c1ccc(C)cc1,1.1%
Cc1c(NC(=O)C(C)OC(=O)COc2cccc3c2OC(C)(C)C3)c(=O)n(-c2ccccc2)n1C (centres undefined),-1.1%
COc1ccc2c(=O)c3c(=O)n(Cc4ccco4)c(-c4ccccc4)nc3oc2c1,-2.9%
Cc1onc(-c2ccccc2Cl)c1C(=O)NCC(=O)O,1.3%
O=C(CSc1nnc(-c2ccccc2F)n1C1CCCCC1)N1CCCC1,10.5%
COc1c(O)cccc1-c1nnn(CCC(=O)OCC(=O)c2ccccc2)n1,13.4%
O=C(CCCOc1ccccc1)Nc1cccc(C(=O)O)c1,5.4%
CCc1ccccc1NC(=O)C(C#N)Cc1cccnc1 (centres undefined),-2.4%
CCOC(=O)N1CCN(S(=O)(=O)c2ccc3c(c2)oc(=O)n3C)CC1,-4.7%
CC1(C)CCCC2=C1CC1C(=O)N(O)C(=O)C1C2 (centres undefined),8.6%
COCCNC(=O)Nc1ccc2c(c1)N(C)C(=O)CS2,1.9%
[O-][N+]1(CC[N+]2([O-])CCCCC2)CCCCC1,-4.8%[5.75 µM]
O=C(Cc1cccs1)Nc1nc2ccccc2s1,-3.3%
COC(=O)C1=C(C)OC(N)=C(C#N)C1c1c(C)nn(-c2ccccc2)c1Cl (centres undefined),-6.8%
CCCCn1c(=O)[nH]c(=O)c2c1nc(-c1ccc(C#N)cc1)n2C1CCCC1,-1.3%
CCC1(c2ccccc2)C(=O)N(COC)C(=O)N(COC)C1=O,4.6%
O=c1c(-c2ccc(F)cc2)nc2cnc(N3CCOCC3)nc2n1C1CC1,4.8%
CCC(COC(=O)Nc1cccc(C)c1)NC(=O)OCC(C)C (centres undefined),-8.7%
Cc1ccc(C(=O)Nc2cnc3sc(C)nn3c2=O)cc1,-0.4%
CCOC(=O)C(C)Oc1ccc(C2NC(=O)NC(C)=C2C(=O)Nc2ccccc2C)cc1 (centres undefined),-2.7%
COc1ccccc1OCC(=O)Nc1ccccn1,13.0%
COc1ccc(CNc2nc(-c3ccccc3OC)nc3ccccc23)c(OC)c1,8.3%
Cc1cc(N2CCN(C(=O)OC(C)(C)C)CC2)n2ncnc2n1,13.6%
CC(=O)N1CN(CCCn2ccnc2)Cc2c1sc1c2CCCC1,0.1%
O=C1NC(=O)c2c(NC(=O)C3CCCO3)cccc21 (centres undefined),0.9%
Cc1cc(C)c2nc(-c3ccccn3)cc(C(=O)Nc3cc(C)on3)c2c1,-0.4%
CC(=O)Nc1ccc(S(=O)(=O)NCCc2ccccc2)cc1,0.6%
O=C(Nc1ccc(Cl)cn1)C1CCCN1S(=O)(=O)c1ccc(Cl)cc1 (centres undefined),-2.0%
CCn1c(Cc2ccccc2)nnc1SCC(=O)Nc1nccs1,-4.8%
CN(C)c1cccc(NC(=O)Cc2ccc(F)cc2)c1,-1.8%
Nc1nc2c(c3c1c(=O)oc1ccccc13)CCCCC2,18.7%
Cc1ccc(-n2ncc(-c3nnc(SCC(=O)NC4CCCC4)o3)c2N)cc1C,14.0%
O=C(CCN1CCN(CC(=O)Nc2ccccc2F)CC1)Nc1ccccc1F,-2.4%
Cc1cc(OC2CCCCC2)nc(-c2ccccc2O)n1,1.1%
COc1ccc(C(c2nnnn2Cc2cccs2)N2CCN(c3ccccc3F)CC2)cc1 (centres undefined),-1.1%
Cc1cc(C)n2nc(C(=O)NCc3ccccc3)cc2n1,-1.7%
CCN(CC(=O)NC1CCCCC1)S(=O)(=O)c1ccc(Cl)cc1,-6.0%
COCc1[nH]nc2c1C(c1c(F)cccc1Cl)C(C#N)=C(N)O2 (centres undefined),7.9%
CN1CCN(c2ncc3nc(-c4cc(F)cc(F)c4)c(=O)n(CCc4ccccc4)c3n2)CC1,-2.0%
Cn1c(=O)n(Cc2ccc(Cl)cc2)c(=O)c2c1nc1n2CCN1Cc1ccco1,-2.1%
CCOC(=O)c1ccccc1NS(=O)(=O)c1ccccc1,-3.9%
COc1ccc(CCNS(=O)(=O)c2ccc3c(c2)CC(C)N3C(C)=O)cc1OC (centres undefined),-3.3%
O=C1[C@@H]2C(c3ccccc3Cl)=NO[C@@H]2C(=O)N1Cc1ccccc1,0.7%
Cc1ccc(NC2=NC(c3ccc(C)cc3)n3c(nc(C)cc3=O)N2)cc1 (centres undefined),10.1%
Cc1ccc(NC(=O)COC(=O)CCc2c[nH]c(=O)[nH]2)cc1,-3.4%
CC(C)(C)NS(=O)(=O)c1cccc(S(=O)(=O)c2cccc(S(=O)(=O)NC(C)(C)C)c2)c1,10.3%
COC(=O)CNc1nc(-c2ccncc2)nc2ccccc12,-4.2%
CCC(CC)C(=O)NCc1ccc2c(c1)cc(C)n2C,-0.2%
Clc1cccc(N2CCNCC2)c1,-1.4%&-1.4%
O=C(c1cc(-c2cccs2)on1)N1CCN(c2ccccc2)CC1,-6.0%
Cc1cc(C(=O)Nc2sc3c(c2C#N)CCC(C(C)(C)C)C3)no1 (centres undefined),-6.0%
Cc1ccccc1N=C1NC(=O)CS1,-1.7%
Cc1cc(C)c2c(n1)nn1c(N3CCN(Cc4ccccc4)CC3)cc(C)nc21,7.0%
# Next section
SMILES,AmpC inh det
CCN(CC)c1ccc(-c2nn3c(-c4n[nH]c5c4CCC5)nnc3s2)cc1,7.2%
c1ccc(-n2nnnc2N2CCOCC2)cc1,-2.5%
COc1cccc(NC(=O)N(Cc2cc3cc(C)cc(C)c3[nH]c2=O)CC2COCCO2)c1 (centres undefined),-4.6%
CCC(=O)Nc1c(C)cc(C)cc1Cl,-2.0%
CCCCCCn1c(CN2CCCC(C)C2)nc2c1c(=O)n(C)c(=O)n2C (centres undefined),-7.2%
CS(=O)(=O)Nc1ccccc1C(=O)Nc1cccc(Cl)c1,-6.4%
CC(=O)N(c1ccc(Cl)cc1)c1c[nH]c2ccccc12,-2.1%
COc1ccccc1CNC(=O)CCNC(=O)Cn1cnc2ccccc2c1=O,-0.1%
CCSc1nnc(NC(=O)c2nc(-c3ccccc3)n(-c3ccccc3)n2)s1,-4.1%
CCN(CC)C(=O)C1CCC(C)(C(=O)O)C1(C)C (centres undefined),0.5%
Cc1nc(NCCN2CCOCC2)c2nnn(Cc3ccccc3Cl)c2n1,-0.8%
COc1ccc(Nc2nc3ccccc3nc2C)cc1,7.9%
O=C(Nc1nc(-c2nc3ccccc3s2)cs1)C1CC1,7.5%
COc1cc(OC)c(C2C(C#N)=C(N)OC3=C2C(=O)CC(C)(C)C3)cc1OC (centres undefined),-0.7%
CC(=O)C1(C)CC2=C(CCCC2(C)C)CC1C (centres undefined),10.4%
Cc1cc(CN2CCOCC2)c(O)c(C2(C)CCCCC2)c1,-1.8%
O=c1c2c([nH]c3ccccc13)CCCCCC2,-1.5%
Cc1nnc(NCc2ccncc2)c2ccccc12,-3.5%
CCOC(=O)C1CCCN(S(=O)(=O)c2ccc(Br)s2)C1 (centres undefined),-2.4%
CCCCN1C2=NCCCN2c2cc(C)c(C)cc21,-4.3%
Cc1noc(C)c1COC(=O)c1ccc2c(c1)OCO2,-3.0%

# Some of the compounds tested; count on the stated rates, not on these rows.
